Growth percent in the NCI-60 one-dose screen (48 h, 10 µM unless noted): 100 = growth as untreated, 0 = no growth, -100 = all killed.
HOP-92 = HOP-92 NSCLC cells; actives 6.3% (n = 71,000)
M14 = M14 melanoma; actives 6.2% (n = 80,000)
SK-MEL-28 = SK-MEL-28 melanoma; actives 4.1% (n = 81,000)
EKVX = EKVX NSCLC. actives 3% (n = 71,000). AID 1794765
UACC-62 = UACC-62 melanoma; actives 5.4% (n = 81,000); AID 1794756
A549/ATCC = A549/ATCC NSCLC | actives 3.7% (n = 81,000)
UACC-257 = UACC-257 melanoma. actives 4.4% (n = 78,000)
SK-MEL-5 = SK-MEL-5 melanoma; actives 6.4% (n = 80,000); AID 1794755
* = called active by the depositor; nt = not tested or not shown; & = joins results of further samples. How the source made its calls: active means growth percent below 10; inactive means the rest.

SMILES | HOP-92 | M14 | SK-MEL-28 | EKVX | UACC-62 | A549/ATCC | UACC-257 | SK-MEL-5
Cc1sc2nc(NCCc3c[nH]c4ccc(Cl)cc34)[nH]c(=O)c2c1C | 46 | 27 | 70 | 42 | 42 | 0.1* | 33 | 50
CN(C)c1ccc(N=Nc2ccc(C(=O)O)cc2)cc1 | 99&90 | 105 | 118&113 | 97&117 | 108&91 | 91&107 | 109&106 | 104&101
CC1C(=O)C(C)C(c2ccc(Cl)cc2)NC1c1ccncc1 (stereo not drawn) | nt | 95 | 106 | 104 | 94 | 101 | 105 | 93
CCCC[C@@H]1N=C(c2ccc(Br)cc2)Nc2nc3ccccn3c2C1=O | 100 | 102 | 110 | 88 | 94 | 99 | 109 | 99
O=C(Nc1ccccc1F)C1=NCCCCN1 | 98 | 97 | 106 | 96 | 97 | 100 | 95 | 101
CN(C)C1C(=O)C(C(=O)NCNC2C(=O)N3C2SC(C)(C)C3C(=O)O)=C(O)C2(O)C(=O)C3=C(O)c4c(O)cccc4C(C)(O)C3CC12 (stereo not drawn) | 103 | 124 | 115 | 101 | 101 | 97 | 100 | 113
c1ccc2cc(C[n+]3ccn(CCn4cc[n+](Cc5ccc6ccccc6c5)c4)c3)ccc2c1 | 79 | 93 | 87 | 91 | 97 | 64 | 95 | 97
Nc1cc(Br)c(O)c(Br)c1 | nt | 119 | 119 | 87 | 90 | 98 | 96 | 96
CC(=O)c1nn(-c2ccc(S(N)(=O)=O)cc2)c(-c2ccc(C)cc2)c1S(=O)(=O)c1ccccc1 | 55 | 106 | 103 | nt | 96 | 92 | 95 | 96
CC[C@H](CC[C@@H](C)[C@H]1CC[C@H]2[C@@H]3CC=C4C[C@@H](OCCC#N)CC[C@]4(C)[C@H]3CC[C@]12C)C(C)C | 87 | 98 | 103 | 99 | 101 | 88 | 93 | 97
COc1ccc(-c2cc(-c3ccc(OC)c(OC)c3)nc(SCCCCCC(=O)NO)n2)cc1 | 28 | 48 | 35 | 62 | 24 | 86 | 42 | 32
Clc1ccccc1-c1nnc(Cn2c(COc3cccc4ccccc34)nc3ccccc32)o1 | 89 | 93 | 111 | nt | 72 | 83 | 92 | 79
Cc1cc(N(CCCNc2ccnc3cc(Cl)ccc23)Cc2ccco2)nc(N2CCOCC2)n1 | 52 | 72 | 78 | 68 | nt | 83 | 106 | 55
N#C/C(=C/c1ccco1)C(=O)O | 90 | 106 | 109 | 125 | 105 | 105 | 109 | 107
CCCCCCCCn1cc(C2=C(c3coc4ccc(OC)cc34)C(=O)N(O)C2=O)c2ccccc21 | 98 | 99 | 105 | 96 | 91 | 99 | 101 | 96
COc1cc(C2C(C(=O)Nc3ccccn3)=C(C)NC(C)=C2C(=O)Nc2ccccn2)cc(CN2CCCCC2)c1O | nt | 97 | 112 | 99 | 118 | 113 | 123 | 103
CC(=O)OC1COC(OC(C)=O)CO1 (stereo not drawn) | 106 | 109 | 106 | 109 | 95 | nt | 109 | 104
CC(=O)OCC1CCC(COC(C)=O)CC1 (stereo not drawn) | 125 | 111 | 102 | 94 | 98 | 80 | 83 | 103
Cc1cccc(NC(=O)c2sc3nc4c(cc3c2N)C(=O)CCC4)c1 | 65 | 22 | 62 | nt | 22 | 31 | 76 | 23
Cc1nnc(Nc2nc(O)c(C3=c4cc(Cl)ccc4=NC3=O)s2)s1 | 115 | 93 | 102 | 93 | 102 | 100 | 112 | 102
O=C1NC(=O)c2cc(C(F)(F)F)ccc21 | 115 | 103 | 117 | nt | 107 | 110 | 100 | 111
COc1cccc(CNc2ccc(N3CCOCC3)c(C(=O)O)c2)c1OCc1ccccc1 | 99 | 111 | 105 | 95 | 87 | 108 | 103 | 98
COc1cc(OC)c(S(N)(=O)=O)cc1C(=O)/C=C/c1ccc(Cl)cc1 | nt | 20 | 31 | 30 | 19 | 6.8* | 74 | 5.3*
COc1ccc2c(c1)/C(=C\c1c(-c3ccc(C)cc3)nc3ccccn13)C(=O)N2 | 79 | 104 | 127 | 71 | 85 | 89 | 105 | 71
CCOC(=O)c1ccc(N2C(=O)C(Cl)(c3ccccc3)C2c2ccco2)cc1 (stereo not drawn) | 64 | 99 | 88 | 61 | 72 | 86 | 90 | 70

Some of the entries so far, with tabs.
smiles	HOP-92	M14	SK-MEL-28	EKVX	UACC-62	A549/ATCC	UACC-257	SK-MEL-5
Cc1cccc(NC(=O)c2sc3nc4c(cc3c2N)C(=O)CCC4)c1	65	22	62	nt	22	31	76	23
Cc1nnc(Nc2nc(O)c(C3=c4cc(Cl)ccc4=NC3=O)s2)s1	115	93	102	93	102	100	112	102

More entries.
SMILES | HOP-92 | M14 | SK-MEL-28 | EKVX | UACC-62 | A549/ATCC | UACC-257 | SK-MEL-5
O=C(COc1ccccc1)OCCOc1ccccc1 | nt | 113 | 109 | 91 | 99 | 101 | 99 | 107
CCCCCCCCCCNCCSS(=O)(=O)O | 93 | 34 | 52 | 101 | 4.6* | 70 | 101 | 40
CCOC(=O)c1ccc(Nc2ccnc(SCC(=O)c3ccc(-c4ccccc4)cc3)n2)cc1 | 92 | 103 | 98 | 103 | 93 | 98 | 108 | 100
COc1ccc(-c2cc(-c3ccccc3)nc(SCCCC(=O)O)n2)cc1OC | 99 | 90 | 92 | 100 | 86 | 102 | 102 | 85
N#C/C(C(=O)Nc1ccc(S(N)(=O)=O)cc1)=C1\C(=O)Nc2ccc(Cl)cc21 | 99 | 103 | 107 | 94 | 97 | 100 | 98 | 93
CCCS(=O)(=O)Oc1ccc(NC(=O)C2CCCCC2)cc1 | 102 | 102 | 109 | 96 | 88 | 88 | nt | 98
O=C(O)[C@H](O)[C@@H](O)[C@H](O)[C@H](O)CO | 112 | 106 | 105 | 100 | 109 | 98 | 102 | 108
COC(=O)c1ccc2c(c1)CN(Cc1ccccc1)CO2 | nt | 108 | 106 | nt | 96 | 83 | 75 | 102
COc1cc2cc(Oc3ccc(NC(=O)c4cc(C(F)(F)F)cc(C(F)(F)F)c4)cc3)c(C)nc2cc1OCCN1CCOCC1 | 45 | 60 | 71 | 58 | 59 | 61 | 57 | 15
N#Cc1c(NC(=O)c2ccc([N+](=O)[O-])s2)[n+]([O-])c2ccc(F)cc2[n+]1[O-] | nt | 101 | 110 | 103 | 96 | 109 | 115 | 66
CC(C)CC(C)NCC(C)O (stereo not drawn) | 111 | 109 | 117 | 106 | 100 | 98 | 97 | 106
CCOc1nc(-c2ccco2)n2nc(-c3ccco3)cc2n1 | 92 | 132 | 110 | 95 | 86 | nt | 116 | 81
O=C(O)c1ccc2c(c1N=Nc1c(O)[nH]c(=S)[nH]c1=O)C(=O)c1ccccc1C2=O | 103 | 106 | 105 | 98 | 97 | 102 | 103 | 99
COc1ccc(-c2cc(=O)c3c(ccc4ccccc43)o2)cc1 | 68 | 93 | 110 | 79 | 72 | 77 | 90 | nt
COc1ccc(NC2=CC(=S)NC(C)(C)C2)cc1 | 83 | 100 | 118 | 109 | 98 | 120 | 88 | 107
CCOC(=O)c1cn2c3c(cc(C)cc3c1=O)C(=O)/C(=C/c1ccc(F)cc1)C2 | 64 | 100 | 110 | 111 | 65 | 82 | 81 | 79
COc1cccc(/C=C2\COc3ccc(O)cc3C2=O)c1 | 92 | 83 | 108 | 98 | 63 | 87 | 111 | 97
C/C(=C(/C)C1CC1CCNS(=O)(=O)c1ccc(C)cc1)c1cccc(OC(F)(F)F)c1 (stereo not drawn) | nt | 89 | 100 | 78 | 72 | 78 | 79 | 86
COc1cccc(NC(=O)c2ccc(NC(=O)CCl)s2)c1 | 86 | 14 | 51 | 95 | -19* | 40 | 28 | 32
O=c1[nH]cnc2c1ncn2C1OCC(O)C(O)C1O (stereo not drawn) | 99 | 97 | 112 | 122 | 106 | 109 | 109 | 111
CC1(C)N=C(N)N=C(N)N1c1cc(Cl)ccc1Cl | 94 | 94 | 106 | 100 | 89 | 87 | 95 | 98
CC(=O)Nc1ccc([N+](=O)[O-])cc1Cl | 106 | 100 | 107 | 98 | 108 | 79 | nt | 105
CC(O[N+](=O)[O-])c1cccc([N+](=O)[O-])c1 (stereo not drawn) | 108 | 99 | 110 | 102 | 107 | 100 | 96 | 110
CC12OC(c3ccccc3)C(C)(C1=O)C(c1ccccc1)=C2c1ccccc1 (stereo not drawn) | nt | 75 | 85 | nt | 59 | 75 | 55 | 25
COc1ccc(-c2cc(-c3cc(-c4ccc(OC)cc4)on3)no2)cc1 | 93 | 101 | 104 | 96 | 92 | 99 | 105 | 102
SMILES | HOP-92 | M14 | SK-MEL-28 | EKVX | UACC-62 | A549/ATCC | UACC-257 | SK-MEL-5
CC(=O)c1cc2c(C)nn(-c3ccccc3)c2nc1C | 87 | 111 | 102 | nt | 96 | 96 | 104 | 100
CC/C(=C(/c1ccc(O)cc1)c1ccc(OCCN(C)C(=O)COCCOCCNC(=O)Cc2ccc3c(c2)CN([C@@H]2CCC(=O)NC2=O)C3=O)cc1)c1ccccc1 | 13 | 65 | 74 | 105 | 88 | 88 | 100 | 66
O=C(Nc1ccccc1)Sc1c(Cl)c(Cl)c(Cl)c(Cl)c1Cl | 87 | 93 | 105 | 96 | nt | 80 | 91 | 103
Cc1ccc(S(=O)O)cc1 | nt | 137 | 106 | 114 | 96 | nt | nt | 114
O=C(Nc1ccc(N2CCNCC2)cc1)c1[nH]ncc1Nc1cc(Oc2ccccc2)ncn1 | -21* | 13 | 47 | 33 | -5.1* | -50* | 30 | 23
NS(=O)(=O)Oc1ccc2c(c1)O/C(=C\c1ccc(N3CCN(Cc4ccccc4)CC3)cc1)C2=O | 95 | 94 | 103 | 90 | 97 | 84 | nt | 83
Nc1nnc(Sc2nc3ccc(Cl)cc3c(=O)n2-c2ccc(Oc3ccccc3)cc2)s1 | 113 | 109 | 107 | nt | 101 | 104 | 116 | 100
O=C1c2cccc3cccc(c23)C(=O)N1N1C(=O)c2cccc3c(-c4ccccc4F)ccc(c23)C1=O | 102 | 97 | 117 | 102 | 100 | 104 | 106 | 104
CCNC1(C(=O)O)CCCCC1 | 97 | 112 | 117 | 101 | 94 | 86 | 84 | 102
Cc1ccc(S(=O)(=O)NC(=O)CCC(=O)Nc2ccc(F)cc2)cc1 | nt | 106 | 102 | 100 | 98 | 95 | 101 | 107
O=C1/C(=C/c2cccc(OCc3ccc(Cl)c(Cl)c3)c2)N=C2OCCCN12 | 92 | 79 | 83 | 75 | 64 | 71 | 80 | 84
Cc1cccc(N2CCN(CC(=O)NCc3cc(C)n(-c4ccccc4)n3)CC2)c1C | 84 | 87 | 106 | 94 | 79 | 68 | 56 | 91
CCN(CC)c1ccc(/C=N\NC(=O)c2cccc(Nc3ccnc(C(F)(F)F)c3)c2)c(O)c1 | 21 | 21 | 65 | 27 | -12* | 31 | 27 | -52*
CSc1ncc(Br)c(Nc2ccc(Br)cc2)n1 | 69 | 115 | 114 | 41 | 78 | 93 | 98 | 93
O=C1CCC/C=C\C[C@H]2C=CC(=O)/C2=C/C[C@H](CCc2cccc(C(F)(F)F)c2)O1 | -47* | -31* | -40* | -48* | -46* | 0.8* | -35* | -83*
CCCn1ccc(-n2nnc(-c3nc4ccccc4[nH]3)c2N)n1 | 93 | 102 | 106 | 74 | 98 | 85 | 102 | 105
COc1ccc(C2=CC(c3ccc(C)cc3Br)N3C=CSC3=N2)cc1 (stereo not drawn) | nt | 101 | 105 | nt | 105 | 101 | 107 | 111
CCS(=O)(=O)N(C)c1ccc(C(=O)N2CCN(c3cccc(Cl)c3)CC2)cc1 | 69 | 100 | 114 | nt | 83 | 96 | nt | 96
O=[N+]([O-])c1ccc2[nH]ccc2c1 | 99 | 99 | 97 | 97 | 92 | 88 | 90 | 101
Cc1cccc2c(N)c3ccccc3nc12 | -20* | -55* | -41* | 1.9* | -58* | -69* | -22* | -77*
CCCCCC1(C=O)NC(=O)NC1=O (stereo not drawn) | 102 | 106 | 115 | 101 | 107 | 63 | nt | 101
N#Cc1ccc(NC(=O)c2ccc3cccnc3c2O)cc1 | 71 | 6.0* | 34 | nt | 9.4* | 15 | 14 | 14
Cc1ccc(S(=O)(=O)NCC[C@@H]2C[C@H]2c2ccc3ccccc3c2)cc1 | 95 | 115 | 106 | 97 | 85 | 90 | 90 | 96
OCC12CCCC(OC1)O2 (stereo not drawn) | nt | 106 | 100 | nt | 99 | 100 | 91 | 102
C[C@@H]1CN(c2nc3c(cc2F)c(=O)c(C(=O)O)cn3C(C)(C)C)C[C@H](C)N1 | 72 | 99 | 122 | 104 | 90 | 100 | 91 | 92
CCC(O)CN(C)C (stereo not drawn) | 68 | 109 | 108 | nt | 109 | 101 | nt | 108

For reference, 2 of the compounds above:
SMILES | HOP-92 | M14 | SK-MEL-28 | EKVX | UACC-62 | A549/ATCC | UACC-257 | SK-MEL-5
CC(=O)c1cc2c(C)nn(-c3ccccc3)c2nc1C | 87 | 111 | 102 | nt | 96 | 96 | 104 | 100
CC/C(=C(/c1ccc(O)cc1)c1ccc(OCCN(C)C(=O)COCCOCCNC(=O)Cc2ccc3c(c2)CN([C@@H]2CCC(=O)NC2=O)C3=O)cc1)c1ccccc1 | 13 | 65 | 74 | 105 | 88 | 88 | 100 | 66

Some of the entries so far, in CSV form.
smiles,HOP-92,M14,SK-MEL-28,EKVX,UACC-62,A549/ATCC,UACC-257,SK-MEL-5
O=C(Nc1ccc(N2CCNCC2)cc1)c1[nH]ncc1Nc1cc(Oc2ccccc2)ncn1,-21*,13,47,33,-5.1*,-50*,30,23
NS(=O)(=O)Oc1ccc2c(c1)O/C(=C\c1ccc(N3CCN(Cc4ccccc4)CC3)cc1)C2=O,95,94,103,90,97,84,nt,83
Nc1nnc(Sc2nc3ccc(Cl)cc3c(=O)n2-c2ccc(Oc3ccccc3)cc2)s1,113,109,107,nt,101,104,116,100
O=C1c2cccc3cccc(c23)C(=O)N1N1C(=O)c2cccc3c(-c4ccccc4F)ccc(c23)C1=O,102,97,117,102,100,104,106,104
CCNC1(C(=O)O)CCCCC1,97,112,117,101,94,86,84,102

Screens deposited in PubChem BioAssay by NCI.
